GRK2 aptamer HTS: inhibitors of human GRK2 displacing RNA aptamer; bead flow cytometry, FAM-aptamer displacement from GRK2; inhibition of aptamer binding, % at 10 µM; actives 0.59% (n = 330,000); P25098;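 active = inhibition of aptamer binding above 40%, roughly 3 SD of noise, on plates passing a quality check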;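 note: median bead fluorescence of bound FAM aptamer so fluorescent compounds give negative values; no value below 0 was filed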
MEX-5 binding: C. elegans MEX-5 TCR-2 RNA binding activity; MEX-5/FITC-TCR2 RNA binding, fluorescence polarization; stronger effect = lower value; activity score (negative = inhibition of binding), % at 10 µM; actives 0.38% (n = 300,000); AID 1832;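 active = inhibition past about -25% in most replicates, and total fluorescence under double the plate's negative control median, limit read from the data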;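 note: 0% = DMSO and -100% = 5 µM competing unlabeled TCR2 RNA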
VLA-4 inh: inhibition in a human VLA-4 binding assay; P13612; VLA-4 expressing cells, ligand binding flow cytometry; inhibition, % (about 7 µM as worked out from the volumes in the protocol); actives 0.2% (n = 330,000); in the data active = inhibition above about 50%
PME-1 inh: PME-1 (human) inhibition; Q9Y570; recombinant PME-1, FP-Rh probe fluorescence polarization; inhibition, % at 5.9 µM; actives 0.53% (n = 320,000);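 active = inhibition above the campaign mean of all compounds plus 3 SD, cut at about 26% in these data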;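 note: competitive labeling of PME-1 active site by serine hydrolase directed probe; 0% = PME-1 with DMSO and 100% = wells lacking PME-1 enzyme; inhibitors block probe labeling so polarization falls and inhibition rises; many of its hits are not listed in these tables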
GLD-1 RNA inh: GLD-1-TGE RNA interaction inhibition (C. elegans); Q17339; purified GLD-1 + fluorescein TGE RNA, fluorescence polarization; inhibition, % at 5.96 µM; actives 0.44% (n = 320,000);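 active = percent inhibition above a per-plate cutoff, the plate mean of test compounds plus 3 SD, cut at about 30% in these data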;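 note: 0% = DMSO wells with GLD-1 and probe and 100% = wells lacking GLD-1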
Target sequence (Q17339 whole entry, looked up): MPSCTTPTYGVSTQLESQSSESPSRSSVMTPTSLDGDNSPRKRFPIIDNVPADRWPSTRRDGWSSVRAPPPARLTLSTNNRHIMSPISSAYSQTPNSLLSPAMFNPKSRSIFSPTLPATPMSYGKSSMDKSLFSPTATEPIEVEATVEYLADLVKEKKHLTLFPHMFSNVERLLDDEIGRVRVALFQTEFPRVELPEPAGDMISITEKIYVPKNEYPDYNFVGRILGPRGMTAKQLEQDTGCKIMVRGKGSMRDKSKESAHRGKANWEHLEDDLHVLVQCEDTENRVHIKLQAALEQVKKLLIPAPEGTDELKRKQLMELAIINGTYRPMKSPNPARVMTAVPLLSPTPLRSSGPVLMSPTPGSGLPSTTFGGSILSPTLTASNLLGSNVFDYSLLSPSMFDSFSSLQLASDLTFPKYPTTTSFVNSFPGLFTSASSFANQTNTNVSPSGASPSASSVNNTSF
Efflux pump mplx: blocks antifungal efflux pumps in multiplex yeast assay; S. cerevisiae Candida pump triplex, Nile Red efflux; inhibition, % at 10 µM; actives 0.44% (n = 330,000); AID 485275;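 active = plate passing quality check with inhibition over a set limit, or well fluorescence over plate mean plus 4 SD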;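 note: Nile Red retained in pooled yeast measured as flow cytometry median fluorescence; 0% = buffer negative control and 100% = Enniatin B positive control; higher means more Nile Red kept so more efflux inhibition; some compounds called inactive have numbers as strong as hits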
Fam108B inh: blocks mouse Fam108B hydrolase in RBBP9 counter-screen; inhibition, % at 9.51 µM; recombinant Fam108B, FP-Rh probe fluorescence polarization; actives 0.33% (n = 300,000);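 active = inhibition above the screen mean inhibition plus 3 SD, computed separately per campaign, cut at about 18% in these data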;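 note: inhibitors lower polarization as less probe binds the enzyme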
MCL1-BIM inh: MCL1-BIM-BH3 interaction inhibition (human); inhibition, % at 10.9 µM; AID 2057; GST-MCL1 / FITC-Bim-BH3 fluorescence polarization; actives 0.68% (n = 320,000);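 active = inhibition above the mean inhibition of all tested compounds plus 3 SD, set per campaign, cut at about 40% in these data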;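 note: 0% = DMSO wells and 100% = unlabeled Bim-BH3 peptide control; higher means more loss of mP so more displacement of Bim peptide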
Target sequence (Q07820 whole entry, looked up): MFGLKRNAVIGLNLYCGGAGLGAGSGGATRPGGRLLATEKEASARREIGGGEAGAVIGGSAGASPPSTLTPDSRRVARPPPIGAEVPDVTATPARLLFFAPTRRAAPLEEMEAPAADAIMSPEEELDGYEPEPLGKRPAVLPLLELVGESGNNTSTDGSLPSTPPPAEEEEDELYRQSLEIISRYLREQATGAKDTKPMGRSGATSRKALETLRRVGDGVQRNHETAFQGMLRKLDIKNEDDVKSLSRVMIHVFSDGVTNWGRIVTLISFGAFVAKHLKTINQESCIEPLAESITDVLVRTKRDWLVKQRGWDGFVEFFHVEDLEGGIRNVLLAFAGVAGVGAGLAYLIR
BCLXL inh: blocks human Bcl-xL binding to Bim BH3 peptide; AID 2129; actives 0.7% (n = 320,000); GST-Bcl-xL / FITC-Bim BH3 peptide fluorescence polarization; inhibition, % at 10.9 µM;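 active = inhibition above the mean of all tested compounds plus 3 SD, cutoff set per campaign, cut at about 30% in these data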;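 note: 0% = DMSO wells and 100% = unlabeled Bim-BH3 peptide competitor; inhibitors lower millipolarization by displacing the labeled peptide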
Target sequence (Q07817 whole entry, looked up): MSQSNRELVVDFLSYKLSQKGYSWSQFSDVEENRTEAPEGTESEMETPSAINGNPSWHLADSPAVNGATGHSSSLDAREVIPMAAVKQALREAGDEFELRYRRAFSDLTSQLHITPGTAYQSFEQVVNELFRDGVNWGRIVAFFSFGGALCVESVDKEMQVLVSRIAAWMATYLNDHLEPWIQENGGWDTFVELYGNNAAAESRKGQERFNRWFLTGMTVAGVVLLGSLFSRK
* hit, by the source's call; nt = no result given. Some of the compounds tested; the hit share may differ from the screen's.

canonical_smiles | GRK2 aptamer HTS | MEX-5 binding | VLA-4 inh | PME-1 inh | GLD-1 RNA inh | Efflux pump mplx | Fam108B inh | MCL1-BIM inh | BCLXL inh
COc1ccc(N2CCN(C(=N)/C(C(C)=O)=C(\C)O)CC2)cc1 | 2 | -2.8 | 8 | -1 | -2 | 0.2 | -2 | 3 | -1
CSC(=NNC(=O)c1ccc(O)cc1)SC | 3 | 1.2 | 4 | 7 | -12 | 0.4 | -4 | -16 | -11
CC1Sc2ccc(C(=O)N3CCCC(C(F)(F)F)C3)cc2NC1=O (stereo not given) | 0 | 1.7 | 3 | 5 | 9 | 0.1 | 0 | -2 | -2
Cn1cccc1/C=N/N1CCN(c2ccccc2)CC1 | 5 | -0.4 | 2 | -4 | 0 | 0.0 | 0 | -15 | -13
CC(C)NC(=O)C1(c2ccccc2)CCOCC1 | 0 | 2.6 | 11 | -1 | 4 | 0.0 | 2 | -1 | 1
Cc1cccnc1NC(=S)Nc1ccc(Br)cc1Cl | 0 | 0.6 | 1 | -2 | -2 | 0.0 | -8 | 5 | 7
CCN1C(=O)C(C)S/C1=N\S(=O)(=O)c1ccc(Cl)s1 (stereo not given) | 0 | 1.1 | -4 | -1 | 6 | 0.1 | -1 | 8 | 4
C[C@H]1[C@H]2c3nc4ccccc4n3C[C@H]1ON2C1CCCCC1 | 1 | 2.1 | -2 | 4 | 3 | 0.0 | 2 | 8 | 3

Not a retest: an excerpt of the list.
canonical_smiles | GRK2 aptamer HTS | MEX-5 binding | VLA-4 inh | PME-1 inh | GLD-1 RNA inh | Efflux pump mplx | Fam108B inh | MCL1-BIM inh | BCLXL inh
COc1ccc(N2CCN(C(=N)/C(C(C)=O)=C(\C)O)CC2)cc1 | 2 | -2.8 | 8 | -1 | -2 | 0.2 | -2 | 3 | -1
CSC(=NNC(=O)c1ccc(O)cc1)SC | 3 | 1.2 | 4 | 7 | -12 | 0.4 | -4 | -16 | -11

Further records
canonical_smiles | GRK2 aptamer HTS | MEX-5 binding | VLA-4 inh | PME-1 inh | GLD-1 RNA inh | Efflux pump mplx | Fam108B inh | MCL1-BIM inh | BCLXL inh
COc1ccc(S(=O)(=O)NCC(=O)N(CC(=O)NCc2ccco2)C2CCCC2)cc1 | 2 | -0.8 | 14 | -5 | 6 | 1.3 | 4 | 6 | 9
Cn1ncc(Br)c1NC(=O)CSc1ccc(Cl)cc1 | 4 | 1.9 | 2 | 0 | 4 | 0.0 | -3 | 4 | 8
O=C(CC1Nc2cccc3cccc(c23)NC1=O)Nc1ccccc1 (stereo not given) | 3 | -3.1 | 7 | 8 | 10 | -0.9 | 9 | 30 | 20
O=C(COc1ccc(Cl)cc1Cl)Nn1c(=S)[nH]c2ncccc2c1=O | 8 | 0.5 | 0 | 2 | 9 | 0.0 | -6 | 6 | 8
O=C(NC1CCCC1)C(c1ccncc1)N(C(=O)c1csnn1)c1cccc(F)c1 (stereo not given) | 1 | 0.1 | 17 | 1 | -5 | -0.2 | -4 | 3 | 6
COc1cc(/C=C2\SC(=Nc3ccc(O)cc3)NC2=O)cc(OC)c1OC | 5 | -1.5 | 9 | 0 | 2 | 0.1 | -1 | 5 | 9
Clc1ccc(-c2nc3ccccn3c2CN2CCOCC2)cc1 | 1 | -0.1 | 1 | 4 | 3 | -0.1 | -3 | 7 | 8
O=C(NCCCCCCNC(=O)c1ccccc1O)c1ccccc1O | 0 | -0.5 | 1 | 0 | -1 | 0.3 | 4 | 11 | 13
CCOC(=O)C1=C(C)NC(=O)NC1c1ccc(OC(C)C(=O)O)c(OC)c1 (stereo not given) | 0 | -1.6 | 19 | 3 | 7 | -0.1 | -1 | 2 | 1
CC1(C)Cc2c(sc(NC(=O)C(=O)N3CCCC3)c2C(=O)O)CO1 | 2 | -0.8 | 29 | -2 | 3 | 0.2 | -1 | 2 | 2
CC1CCCN(S(=O)(=O)Cc2ccc(Cl)cc2)C1 (stereo not given) | 0 | 0.7 | 0 | -1 | 7 | 0.2 | 2 | -8 | 3
NC(N)=N/N=C/c1ccccc1Cl | 1 | 2.9 | 2 | -11 | -2 | -0.1 | -1 | 9 | 8
COc1ccccc1N1CCN(C(=O)c2cc(C(C)(C)C)oc2C)CC1 | 0 | -1.6 | 6 | -6 | 0 | 0.1 | 6 | 3 | 4
CC(=O)C1=NN(c2ccc(Cl)cc2)C(c2ccc3c(c2)OCO3)N(C(C)=O)N1C (stereo not given) | 0 | -1.1 | -2 | -1 | -4 | 0.4 | 1 | 3 | 2
CCc1ccc(OS(=O)(=O)c2cn(C)c(=O)n(C)c2=O)cc1 | 2 | -1.6 | 8 | 0 | 5 | 0.0 | 1 | -2 | 3
COc1ccc(NC(=O)c2cc3ccc4c5ccccc5[nH]c4c3cc2O)cc1 | 6 | -1.2 | 7 | 11 | -3 | -0.1 | 4 | 11 | 4
Cc1ccc(-c2nnc(COC(=O)c3cccs3)o2)cc1 | 0 | 1.3 | -18 | 0 | 1 | 0.0 | 0 | 3 | 3
N#CC1(P(=O)(c2ccccc2)c2ccccc2)CC1 | 0 | 1.0 | 11 | 2 | -2 | 0.0 | 5 | 15 | 6
CCOC(=O)C1CCCN(C2CC(=O)N(c3ccc(C)c(C)c3)C2=O)C1 (stereo not given) | 0 | 0.7 | -1 | -5 | 4 | 0.0 | -4 | 3 | 1
Cc1ccnc(-n2sc3ccccc3c2=O)n1 | 0 | -11 | -3 | -7 | -14 | 0.2 | 3 | 31 | -13
Cc1sc(NC(=O)CN2CCOCC2)c(C(=O)c2ccccc2)c1C | 1 | -0.7 | 9 | 0 | 3 | 0.0 | 3 | 0 | 0
CCCCn1c(-c2csc3c2CCCC3)n[nH]c1=S | 1 | -3.4 | 4 | -7 | -4 | 0.4 | -2 | -12 | -11
CC(C)OCCCNC(=S)N1CCC(C(=O)c2ccc3c(c2)OCCO3)CC1 | 5 | 1.0 | 31 | 2 | 4 | -0.2 | 1 | 9 | 8
CCOc1cc(C2Nc3ccccc3C(=O)N2c2ccccc2OC)ccc1O (stereo not given) | 3 | -2.1 | 4 | 0 | 4 | -0.4 | 4 | 9 | 5
CC(=O)N1CC(=O)N(Cc2ccccc2)/C(=C/c2ccccc2)C1=O | 1 | 0.5 | -5 | 3 | 6 | -0.1 | -4 | 7 | 0
CN(C)S(=O)(=O)c1cccc(NC(=O)CSc2nc3ccccc3[nH]2)c1 | 4 | 0.4 | 2 | -19 | 8 | 0.2 | 2 | -1 | 3
CCn1nc(C(=O)NCc2ccco2)c(Cl)c1Cl | 2 | -1.1 | 10 | 1 | 0 | 0.4 | 1 | 4 | 5
O=[N+]([O-])c1cc(Oc2cccnc2)cc([N+](=O)[O-])c1 | 0 | -1.0 | 2 | 9 | 4 | 0.0 | -1 | 5 | 2
CN(C(=O)CSc1nnc(CNC(=O)c2ccccc2)o1)c1ccccc1 | 5 | 3.0 | 7 | 3 | 1 | -0.1 | 1 | 0 | 5
CCc1ccc(CN(C)C(=O)c2cc(COc3ccc(OC)cc3Cl)on2)nc1 | 1 | -0.6 | -3 | 2 | -2 | 0.0 | 1 | 5 | 2
COc1cccc(CN(C)C(=O)Cc2ccc(OC)c(S(=O)(=O)N3CCOCC3)c2)c1 | 3 | -0.3 | 7 | 2 | 2 | -0.2 | -2 | -1 | 0
CC(C)(C)C(=O)COC(=O)C1=NN(c2ccccc2)C(=O)CC1 | 0 | 0.4 | 6 | -4 | -2 | 0.1 | 0 | 1 | -9
COc1cc(N=Nc2c(C)n(C)n(-c3ccccc3)c2=O)ccc1N | 0 | 5.8 | -1 | 0 | -10 | -0.3 | -2 | 2 | 1
CC1=C(C(=O)OC(C)C)C(c2cccnc2)C2=C(CC(C)(C)CC2=O)N1 (stereo not given) | 0 | 1.9 | -1 | 0 | 4 | 0.1 | 1 | -1 | 0
O=c1c2ccccc2cnn1Cc1ccc(Br)cc1F | 1 | 0.7 | -9 | 2 | 4 | -0.1 | -1 | -7 | 0
C[C@@H](C(=O)Nc1ccc2c(c1)OCO2)n1c(=O)[nH]c2ccccc2c1=O | 0 | 2.5 | 7 | -5 | -4 | -0.1 | 3 | 5 | 4
C/C(CC(=O)Nc1c(C)cc(C)cc1C)=N\NC(=O)c1cnccn1 | 0 | -2.1 | 0 | 1 | 0 | -0.2 | -2 | 10 | 2
COc1ccc(-c2nc3c(c(=O)[nH]c(=O)n3Cc3ccccc3)n2CCO)cc1 | 1 | 1.8 | 1 | 9 | 5 | -0.1 | -1 | -3 | -1
COc1ccc(C(=O)NNC(=S)NC(=O)c2ccccc2[N+](=O)[O-])cc1 | 8 | -8.7 | 7 | 4 | 0 | 0.2 | -5 | 22 | 7
CSc1cccc(NC(=S)N(C(C)C)C(C)c2ccccn2)c1 (stereo not given) | 2 | 1.0 | 2 | 5 | 5 | 0.1 | -1 | 15 | 7
Clc1ccc(Cn2c(-c3cccnc3Cl)nc3ccccc32)c(Cl)c1 | 0 | -2.1 | 8 | 1 | 2 | 0.1 | 3 | 6 | 2
CCOC(=O)N1CCC(=NNC(=O)NC2CCCCC2)CC1 | 1 | 1.1 | 11 | -6 | 0 | 0.0 | -2 | 0 | 4
CC1CCCCC1NC(=O)C(=O)NCC1CCCO1 (stereo not given) | 0 | 3.2 | 19 | 3 | 3 | 0.1 | 2 | 8 | 4
CC(C)(C)Cc1nc2ccccc2n1CCc1ccccc1 | 0 | -0.7 | -2 | 6 | -1 | 0.0 | -1 | 10 | 6
COc1ccc(C(=O)OCC(=O)c2ccc3c(c2)NC(=O)CO3)cc1S(=O)(=O)N1CCOCC1 | 0 | nt | -3 | nt | -4 | -0.1 | nt | nt | nt
COCCNC(=O)c1nn(-c2cc(OC)cc(OC)c2)c(=O)c2ccccc12 | 1 | 1.1 | 6 | -2 | -10 | 0.4 | 4 | 4 | 6
O=C(NCc1nc2ccccc2[nH]1)C1=C[C@H](c2csc3ccccc23)C[C@H](OCc2ccc(CO)cc2)O1 | 0 | 7.5 | -3 | -60 | -16 | -0.1 | -42 | -4 | -5
Cc1cccc2c1-c1sc(C(=O)NCCCN3CCc4ccccc4C3)cc1CO2 | 0 | -3.2 | -2 | -5 | -3 | 0.0 | -9 | 6 | 6
CCCCCCCCC(=O)Nc1cc(C)ccc1OC | 0 | 0.6 | 4 | 2 | -1 | 0.1 | 1 | -2 | 5
Cc1ccccc1-c1nc(CN2CCC(C(=O)NC3CC3)CC2)c(C)o1 | 1 | -1.9 | 7 | 2 | -1 | 0.1 | -5 | 3 | 2
Cn1ncc([N+](=O)[O-])c1C(=O)Nc1ccccc1Cl | 0 | -2.0 | -1 | 2 | -6 | 0.2 | -1 | 3 | 2
CCOc1cc(/C=N/NC(N)=O)ccc1OCC(=O)Nc1ccc(C)c(C)c1 | 0 | 3.8 | 3 | -7 | -5 | 0.0 | 1 | 2 | 3
CC(C)Sc1nnc(-c2ccc(S(=O)(=O)N3CCOCC3)cc2)n1C | 0 | 0.2 | 13 | 4 | -2 | 0.0 | -4 | -4 | -4
CCC(=O)N1c2ccccc2NC2=C(C(=O)CCC2)C1c1ccc(N(C)C)cc1 (stereo not given) | 0 | 3.1 | 5 | -7 | 8 | -0.2 | -2 | -4 | 6
O=C(NCCCn1ccnc1)c1cccnc1 | 1 | -2.6 | -4 | 8 | -8 | 0.0 | -3 | 4 | 5
